UbGFP stabilizer: Ubiquitin-GFP Assay; 67,000 tested, under 10 active; Ubiquitin-GFP reporter cells, proteasome inhibition, GFP fluorescence; response scale: untreated = 0%, 10 µM MG-132 = 100%; Potency, µM (doses to about 45.9 µM), for the others: top-dose activation (GFP accumulation), actives largely listed as activators; AID 526, 2006; active means well fitted activation curve with a large enough effect, not every such curve was filed as active; inconclusive means small, poorly fitted or top-dose-only effect, or another doubt; inactive means no such curve, though single readings can be large or run the other way; further: potency means the concentration at half of the fitted maximal effect
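U2OS cells expressing ubiquitin(G76V)-GFP, seeded overnight in 0.5% FBS medium, then treated 4 hr at 37 C across 46 uM to 2.9 nM. GFP-positive cells counted by laser cytometry (488 ex/515 em); %activity scaled between basal and 10 uM MG-132.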
HADH2 inhib: qHTS Assay for Inhibitors of HADH2 (Hydroxyacyl-Coenzyme A Dehydrogenase, Type II). 3-hydroxyacyl-CoA dehydrogenase type-2 (Homo sapiens), Q99714. Potency, µM (titrated, usually from 57.1 µM), inactives show at the top dose activity change, negative = inhibition, usual class: inhibitors. 3.4% of 73,000 active. recombinant HADH2, NADH fluorescence, beta-hydroxybutyryl-CoA; further: potency means the concentration at half of the fitted maximal effect; on the % scale 0 is the no-effect control and ±100 the full control effect; nearly all actives have a fitted effect of over 60% in size; many of its hits are not listed in these tables
Target sequence (Q99714 whole entry, looked up, one chain of several): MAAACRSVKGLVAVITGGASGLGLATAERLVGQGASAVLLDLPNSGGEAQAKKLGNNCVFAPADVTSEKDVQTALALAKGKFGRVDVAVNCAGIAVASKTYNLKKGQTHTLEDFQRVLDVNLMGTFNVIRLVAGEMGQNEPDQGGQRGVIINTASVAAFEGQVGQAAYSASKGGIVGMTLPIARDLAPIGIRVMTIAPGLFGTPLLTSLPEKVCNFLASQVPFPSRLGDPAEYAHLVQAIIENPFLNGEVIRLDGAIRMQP
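Activity measured as NADH fluorescence gain (360/450 nm), taken as the change between first and last reads of a 4-min kinetic run. Conditions: pH 9.0 Tris buffer, 20 nM E. coli-expressed His-tagged enzyme, 1 mM NAD+, 90 uM beta-hydroxybutyryl-CoA; 15-min compound preincubation.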
15-hLO inh: qHTS Assay for Inhibitors of 15-hLO (15-human lipoxygenase). 1.4% of 74,000 active. purified 15hLO-1, xylenol orange hydroperoxide absorbance. Potency, µM (series often up to 57.1 µM), for inactives: at the highest dose activity change, negative = inhibition, actives largely listed as inhibitors; further: potency means the concentration at half of the fitted maximal effect; on the % scale 0 is the no-effect control and ±100 the full control effect; nearly all actives have a fitted effect of over 55% in size
Target sequence (P16050 whole entry, looked up): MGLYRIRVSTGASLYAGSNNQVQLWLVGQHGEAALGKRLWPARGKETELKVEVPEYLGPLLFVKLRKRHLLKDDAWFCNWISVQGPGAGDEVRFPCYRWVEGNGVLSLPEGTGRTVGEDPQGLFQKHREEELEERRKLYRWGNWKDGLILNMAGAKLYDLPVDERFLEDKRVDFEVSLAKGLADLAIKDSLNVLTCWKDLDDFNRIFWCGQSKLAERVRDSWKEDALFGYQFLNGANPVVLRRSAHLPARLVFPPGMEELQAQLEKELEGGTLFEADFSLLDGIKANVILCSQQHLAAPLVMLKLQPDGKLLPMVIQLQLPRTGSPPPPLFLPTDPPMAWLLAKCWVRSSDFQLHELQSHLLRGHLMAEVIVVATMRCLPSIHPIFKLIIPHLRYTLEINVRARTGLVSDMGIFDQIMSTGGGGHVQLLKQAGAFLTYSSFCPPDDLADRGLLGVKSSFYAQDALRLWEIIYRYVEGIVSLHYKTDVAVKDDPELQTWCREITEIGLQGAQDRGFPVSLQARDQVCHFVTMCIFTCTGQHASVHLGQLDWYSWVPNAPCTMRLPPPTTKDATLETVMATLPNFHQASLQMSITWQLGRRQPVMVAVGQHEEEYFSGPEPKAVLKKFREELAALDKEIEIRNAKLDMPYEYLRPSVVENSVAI
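Quantitative HTS in 25 mM Hepes pH 7.5 containing 0.01% Triton X-100: human 15hLO-1 at 40 nM, arachidonic acid at 50 uM, 6 min turnover. Product quantified via ferrous oxidation/xylenol orange, 573:405 nm absorbance ratio.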
GFP derepression: qHTS Assay for Epigenetic Modulators. 0.09% of 68,000 active. mouse C127i GFP locus derepression, cytometry, 30 h. AID 597, 2007. Potency, µM (top dose mostly 46.1 µM), inactives show top-dose GFP derepression (activation); further: % of control where 0% means no effect
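Murine C127i mammary cells carrying a silenced, stably integrated CMV-driven GFP reporter were treated with compound for 30 hours at 37 C. After PBS washes, GFP-positive cells were counted by laser-scanning microplate cytometry.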
BRCT inh red: qHTS Assay for Inhibitors of BRCT-Phosphoprotein Interaction (Red Fluorophore); Breast cancer type 1 susceptibility protein (Homo sapiens), P38398; BRCT-phosphopeptide binding, red fluorescence polarization; Potency, µM (series often up to 76.9 µM), inactives show top-dose activity change, negative = inhibition, usual class: inhibitors; 0.03% of 75,000 active; AID 892, 2007; further: on the % scale 0 is the no-effect control and ±100 the full control effect
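Fluorescence polarization: 100 nM His-tagged BRCA1 BRCT with 100 nM TAMRA-labelled phospho-BACH1 decapeptide, phosphate buffer pH 7.3 with 150 mM NaCl, DTT, 0.01% Tween 20; 12 min RT. Binding inhibition seen as FP decrease.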
USP2a inhib: qHTS Assay for Inhibitors of Ubiquitin-specific Protease USP2a | Ubiquitin carboxyl-terminal hydrolase 2 (Homo sapiens), O75604 | USP2a enzymatic assay, qHTS inhibition | Potency, µM (titrated, usually from 38.3 µM), for inactives: top-dose activity change, negative = inhibition, most hits filed as inhibitors | 0.1% of 60,000 active | AID 927, 2007;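 further: potency means the concentration at half of the fitted maximal effect; nearly all actives have a fitted effect of over 60% in size; plate controls were DMSO for no effect and NEM full inhibition control for full effect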
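20 nM USP2 core + cpd, 30 min RT; add 20 nM Ub-PLA2/20 uM NBD C6-HPC; read Ex460/Em535 at 0 h and 2.5 h. Normalized to NEM; qHTS curve fit/classification.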
DNA Pol III inh: qHTS Assay for Inhibitors of DNA Polymerase III Holoenzyme System | reconstituted DNA polymerase III holoenzyme replication, biochemical | Potency, µM (titrated, usually from 57.1 µM), inactives show top-dose activity change, negative = inhibition | 0.25% of 71,000 active | AID 603, 2007; further: potency means the concentration at half of the fitted maximal effect; on the % scale 0 is the no-effect control and ±100 the full control effect
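Reconstituted *E. coli* holoenzyme (0.35 nM Pol III, 1 nM beta, 154 nM SSB, 2 nM primase) was preincubated with compound for 15 min at RT. Synthesis on 1.4 nM ssM13Gori ran 35 min, then was stopped with PicoGreen/EDTA and read as dsDNA fluorescence.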
CRE-bla Fsk: Cell signaling CRE-BLA (Fsk stim); 2.5% of 71,000 active; CHO CRE-bla reporter (cAMP response element driving beta-lactamase), forskolin EC10, beta-lactamase ratio; Potency, µM (series often up to 38.2 µM), without a hit: at the highest dose activity change, negative = inhibition, actives largely listed as activators; active means well fitted activation curve with a large enough effect in the signal ratio, with a control signal flat, not every such curve was filed as active; inconclusive means small, poorly fitted or top-dose-only effect, or effect the other way, or a change in a side signal; the % refers to the signal ratio; further: potency means the concentration at half of the fitted maximal effect; % of control where 0% means no effect
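Reporter-gene assay: CHO cells with beta-lactamase behind cAMP responsive elements, co-treated with compound and EC10 NKH 477 for 3 hours at 37 degrees Celsius. Activity came from the 460/530 nm CCF4 emission ratio.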
HBB splicing: qHTS Assay for Modulators of Hemoglobin Beta Chain Splicing; HBB splicing reporter cell assay, activation; EGFP reporter with mutant IVS2-654 intron; response scale: normalised to 500 nM splice-correcting PNA; Potency, µM (series often up to 46.1 µM), for inactives: at the highest dose activation, most hits filed as activators; 0.06% of 65,000 active; AID 925, 2007; further: potency means the concentration at half of the fitted maximal effect; 0% is about no effect
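Compounds were applied for 2 days to HeLa EGFP-654 cells, 500/well in Optimem with 2% FCS. The reporter's EGFP is disrupted by mis-splicing of beta-globin intron IVS2-654. Readout: summed well GFP fluorescence from 488 nm laser scanning; reference was 500 nM antisense […] 654 PNA.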
Hsp90 Hop PPI: qHTS Assay for Disrupters of an Hsp90 Co-Chaperone Interaction | Hsp90 C-terminal peptide / TPR2A (Hop) interaction, human | AlphaScreen TPR2A-His6 binding biotin-Hsp90 C-terminal peptide | Potency, µM (titrated, usually from 57 µM), inactives show at the top dose activity change, negative = inhibition | 0.44% of 71,000 active; active means well fitted curve in either direction with a large enough effect; inconclusive means small, poorly fitted or top-dose-only effect, or another doubt; further: potency means the concentration at half of the fitted maximal effect; on the % scale 0 is the no-effect control and ±100 the full control effect; many of its hits are not listed in these tables
BRCT PPI green: qHTS Assay for Inhibitors of BRCT-Phosphoprotein Interaction (Green Fluorophore). BRCA1 BRCT-phosphopeptide binding, green fluorescence polarization. Potency, µM (titrated, usually from 76.9 µM), inactives show at the top dose activity change, negative = inhibition, most hits filed as inhibitors. 0.05% of 75,000 active;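 further: potency means the concentration at half of the fitted maximal effect; plate controls were peptide without protein for full effect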
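Fluorescence polarization: His-tagged BRCT (~35 kDa BRCA1 C-terminus, 250 nM) bound to 100 nM fluorescein-labeled phosphorylated 10-aa BACH1 peptide, pH 7.3 phosphate buffer with DTT and Tween 20. Compounds incubated 12 min at room temperature; inhibition read as lowered polarization.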
The depositor's hits bear a star; & = joins results of further samples; [ ] = another dose, or the depositor's remark. Unless noted, the call rests on the fitted dose curve; in most records, active means well fitted curve in the direction sought with a large enough effect; inconclusive means small, poorly fitted or top-dose-only effect, or another doubt; inactive means no such curve, though single readings can be large; an effect the other way counts as inactive or inconclusive. Only part of the results is shown; the hit share may differ from the screen's.

Screening COc1cccc(Nc2ncc3nc(-c4ccccc4)c(=O)n(C)c3n2)c1 returned UbGFP stabilizer 4%, HADH2 inhib -3%, 15-hLO inh -11%, GFP derepression 3%[9.22 µM], BRCT inh red 0.8%, USP2a inhib 132%[activator], DNA Pol III inh -2%, CRE-bla Fsk inconclusive, HBB splicing 0.7%, Hsp90 Hop PPI 2% and BRCT PPI green -4.0%.
`Cc1nnc(N(C(=O)c2cnccn2)c2ccccc2)s1` gave UbGFP stabilizer -5%, HADH2 inhib 1%, 15-hLO inh -2%, GFP derepression -1%, BRCT inh red 0.4%, USP2a inhib -4%, DNA Pol III inh -3%, CRE-bla Fsk 0%, Hsp90 Hop PPI 3% and BRCT PPI green -0.2%.
Screening O=C(Nc1ccc(N2CCCC2)c(Cl)c1)c1ccco1 returned UbGFP stabilizer 5%[9.17 µM], HADH2 inhib -11%[11.4 µM], 15-hLO inh -24%[11.4 µM], GFP derepression -2%, BRCT inh red 0.6%, USP2a inhib -3%[7.66 µM], DNA Pol III inh -8%[11.4 µM], CRE-bla Fsk inconclusive, HBB splicing 0.0%[0.0738 µM], Hsp90 Hop PPI -22%[11 µM] and BRCT PPI green 0.3%.
For CC1(C)CC(c2csc(N)n2)CCO1 (configuration not stated) the results were UbGFP stabilizer 0%, HADH2 inhib 4%, 15-hLO inh 1%, GFP derepression -1%, BRCT inh red 0.4%, USP2a inhib 1%, DNA Pol III inh -9%, CRE-bla Fsk -2%, Hsp90 Hop PPI -3% and BRCT PPI green -1.5%.
Screening CCc1c2c(nc3ccccc13)OC(C)C2 (configuration not stated) returned HADH2 inhib 2%, BRCT inh red -2.1%, DNA Pol III inh -2%, CRE-bla Fsk -8%, HBB splicing 4.1%, Hsp90 Hop PPI -7% and BRCT PPI green -3.4%.
CC(=O)C1=C(C)Nc2ncnn2C1c1ccc(Cl)cc1Cl (configuration not stated) was read as UbGFP stabilizer 1%, HADH2 inhib 5%, 15-hLO inh 10%, GFP derepression 0%, BRCT inh red 0.2%, USP2a inhib 8%, DNA Pol III inh -7%, CRE-bla Fsk 4%, HBB splicing 0.8%[57.5 µM], Hsp90 Hop PPI -5% and BRCT PPI green -1.8%.
`C/C(N)=C(/C#N)C(=O)COC(=O)C(NS(=O)(=O)c1ccc(Cl)cc1)C(C)O` (configuration not stated) gave UbGFP stabilizer 0%, HADH2 inhib 9%, 15-hLO inh 14%, GFP derepression 3%, BRCT inh red -2.7%, USP2a inhib -3%, DNA Pol III inh -3%, CRE-bla Fsk 2%, HBB splicing 0.4%[57.5 µM], Hsp90 Hop PPI 1% and BRCT PPI green 0.2%.
Screening Cc1cc(Nc2cc(F)ccc2C)n2ncnc2n1 returned UbGFP stabilizer 0%, HADH2 inhib -1%, 15-hLO inh 7%, GFP derepression -3%, BRCT inh red -2.4%, DNA Pol III inh -5%, CRE-bla Fsk inconclusive, HBB splicing 0.5%, Hsp90 Hop PPI 1% and BRCT PPI green -1.2%.
`CCOc1cccc(-c2nnc(SCC(=O)Nc3ccc(OC)c(OC)c3)n2N)c1` gave UbGFP stabilizer -3%, HADH2 inhib 54%[activator], 15-hLO inh 3%, GFP derepression 0%, BRCT inh red -0.5%, USP2a inhib 2%, DNA Pol III inh -2%, CRE-bla Fsk 12%, HBB splicing -2.0%[0.369 µM], Hsp90 Hop PPI -3% and BRCT PPI green -0.6%.
Cn1cc(C(=O)OCC2CCN(CCNS(C)(=O)=O)CC2)c2ccccc21 was read as UbGFP stabilizer 4%&-7%, HADH2 inhib 12%&1%, 15-hLO inh inconclusive, GFP derepression 2%&-1%, BRCT inh red -1.2%, USP2a inhib 8%, DNA Pol III inh -2%&4%, CRE-bla Fsk -25%&2%, HBB splicing 2.9%, Hsp90 Hop PPI 0%&-1% and BRCT PPI green -1.3%.
`COc1cc(C2C(C(=O)c3ccc(C)o3)=C(O)C(=O)N2CCc2ccccc2)ccc1O` (configuration not stated) gave UbGFP stabilizer 2%, HADH2 inhib -7%, 15-hLO inh inconclusive, GFP derepression 2%, BRCT inh red -0.5%, USP2a inhib 3%, DNA Pol III inh -3%, CRE-bla Fsk -3%, Hsp90 Hop PPI -9% and BRCT PPI green -0.9%.
O=C(CCN1C(=O)C2C3C=CC(C3)C2C1=O)NCCN1CCCc2ccccc21 (configuration not stated) was read as UbGFP stabilizer -7%, HADH2 inhib 1%, 15-hLO inh -27%, GFP derepression 11%, BRCT inh red -1.1%, USP2a inhib 7%, DNA Pol III inh 4%, CRE-bla Fsk -4%, HBB splicing -0.5%, Hsp90 Hop PPI -4% and BRCT PPI green -1.4%.
Cc1cc(C)cc(OCC(O)CN2C(=O)NC(C)(C)C2=O)c1 (configuration not stated) was read as UbGFP stabilizer 0%, HADH2 inhib 1%, 15-hLO inh 9%, GFP derepression -2%, BRCT inh red 1.6%, DNA Pol III inh 5%, CRE-bla Fsk -9%, HBB splicing -0.6%, Hsp90 Hop PPI -2% and BRCT PPI green -1.1%.
Cc1ccc(S(=O)(=O)c2c(C)nn(C(C)(C)C)c2OC(=O)C(C)(C)C)cc1 was read as UbGFP stabilizer 9%, HADH2 inhib 1%, 15-hLO inh inconclusive, GFP derepression 4%, BRCT inh red 0.2%, USP2a inhib inconclusive, DNA Pol III inh 0%, CRE-bla Fsk -5%, HBB splicing -0.5%, Hsp90 Hop PPI 8% and BRCT PPI green -0.7%.
CCCCN(CCCNC(=O)C1CCCN(S(=O)(=O)CC)C1)Cc1ccccc1 (configuration not stated) was read as UbGFP stabilizer 6%, HADH2 inhib 12%, 15-hLO inh -1%, GFP derepression 4%, BRCT inh red -0.7%, USP2a inhib 5%, DNA Pol III inh -2%, CRE-bla Fsk 3%, HBB splicing -0.4%, Hsp90 Hop PPI -1% and BRCT PPI green -2.3%.
For CCCCN1C(=O)c2ccc(C(=O)Nc3cccnc3)cc2C1=O the results were UbGFP stabilizer 1%, HADH2 inhib 0%, 15-hLO inh 4%, GFP derepression 3%, BRCT inh red -0.4%, USP2a inhib 9%, DNA Pol III inh -7%, CRE-bla Fsk -3%, HBB splicing -0.5%, Hsp90 Hop PPI -1% and BRCT PPI green -1.8%.
`COc1ccc(S(=O)(=O)N(C)C2CCN(C)CC2)cc1` gave UbGFP stabilizer 11%, HADH2 inhib 0%, 15-hLO inh -27%, BRCT inh red -1.2%, DNA Pol III inh -2%, CRE-bla Fsk 6%, HBB splicing -0.8%, Hsp90 Hop PPI -4% and BRCT PPI green -6.3%.
For Cc1ccc(S(=O)(=O)N(C)CCCC(=O)N2CCOCC2)cc1 the results were UbGFP stabilizer -8%, HADH2 inhib 10%, 15-hLO inh 7%, GFP derepression 0%, BRCT inh red 0.7%, USP2a inhib 2%, DNA Pol III inh 0%, CRE-bla Fsk -2%, HBB splicing -7.2%, Hsp90 Hop PPI -5% and BRCT PPI green -5.1%.
